Bioassay records from PubChem.
D1 PAM: human D1 dopamine receptor positive modulation. HEK293 TREx D1 cells, calcium flux, dopamine EC20 potentiation. potentiation, % at 10 µM. 0.036% of 360,000 active; in the data active means potentiation above about 30%; further: 0% is about no effect
Apoferritin bind: binds horse apoferritin like a general anesthetic; P02791; apoferritin/1-aminoanthracene competitive binding, fluorescence; Potency, µM (top dose mostly 77.5 µM), without a hit: at the highest dose activity change, negative = displacement, hits mostly inhibitors; 0.074% of 350,000 active; AID 485281; further: potency means the concentration at half of the fitted maximal effect; on the % scale 0 is the no-effect control and ±100 the full control effect; nearly all actives have a fitted effect of over 20% in size
Target sequence (P02791 2-175 limits assumed): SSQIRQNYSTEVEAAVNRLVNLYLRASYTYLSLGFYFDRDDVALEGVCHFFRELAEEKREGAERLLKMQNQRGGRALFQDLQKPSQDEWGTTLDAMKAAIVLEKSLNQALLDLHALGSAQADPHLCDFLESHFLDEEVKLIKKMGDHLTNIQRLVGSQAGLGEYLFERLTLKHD
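Horse-spleen apoferritin (10 uM) in 50% saturated 1-aminoanthracene in PBS was incubated 10 min at room temperature with compound. Fluorescence (ex 380, em 535 nm) was normalized to free and bound 1-AMA, with concentration-response fitted by a four-parameter Hill equation.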
TRHR PAM: TRH receptor (human) allosteric enhancement; TRHR cells, fluo-8 calcium fluorescence, EC20 TRH enhancement; enhancement, % at 2 µM; 0.66% of 360,000 active; in the data active means enhancement above about 30%; further: 0% is about no effect
Target sequence (P34981 whole entry, looked up): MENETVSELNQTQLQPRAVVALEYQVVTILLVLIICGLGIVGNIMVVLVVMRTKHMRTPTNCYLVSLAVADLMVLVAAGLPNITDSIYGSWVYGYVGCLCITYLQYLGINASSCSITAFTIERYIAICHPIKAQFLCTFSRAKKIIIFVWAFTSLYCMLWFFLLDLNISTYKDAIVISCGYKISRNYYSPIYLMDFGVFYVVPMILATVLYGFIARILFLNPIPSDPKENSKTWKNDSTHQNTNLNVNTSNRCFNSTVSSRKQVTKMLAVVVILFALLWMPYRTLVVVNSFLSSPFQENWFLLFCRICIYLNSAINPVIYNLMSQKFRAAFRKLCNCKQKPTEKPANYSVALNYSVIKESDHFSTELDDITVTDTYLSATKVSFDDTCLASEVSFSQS
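Enhancer read-out: after compound pinning and an initial kinetic agonist-mode read, an EC20 of TRH (10 nM final) was injected and fluo-8 calcium signal (Ex 480/Em 530) followed at 1 s/cycle for 100 cycles in TRHR-expressing cells.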
TRHR agonist: TRH receptor (human) agonism. P34981. TRHR cells, calcium flux fluo-8, FDSS agonist mode. activation, % at 2 µM. 0.18% of 360,000 active. AID 493084; in the data active means activation above about 30%; further: 0% is about no effect
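Steps: seed TRHR cells overnight; add fluo-8 no-wash Ca dye, RT 30 min–1.5 h; record 10 s baseline; pin-transfer compounds; monitor fluorescence 1 cycle/s for the agonist window. Calcium increases flag candidate agonists.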
D1 antagonist: blocks dopamine activation of the human D1 receptor. P21728. HEK293 TREx D1 cells, calcium flux, dopamine EC80; hits give low values. activity change, negative = inhibition, % at 10 µM. 3.2% of 360,000 active. AID 504652; in the data active means activity change below about -30%; further: on the % scale 0 is the no-effect control and ±100 the full control effect
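After overnight tetracycline induction at 30 C, force-coupled D1 HEK293 cells took up a no-wash calcium dye at room temperature. Compounds were added and monitored 180 s, and the response to EC80 dopamine was then recorded.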
RXFP1 antagonist: blocks the human relaxin receptor RXFP1; Q9HBX9; HEK293-RXFP1, relaxin-stimulated cAMP HTRF, 30 min; hits give low values; activity change, negative = inhibition, % at 57.5 µM; 0.59% of 350,000 active;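 active means activity change of -60% or lower, but not beyond a set lower limit; inconclusive means change between -60% and -40%, or beyond the set limit; inactive means change above -40%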; further: on the % scale 0 is the no-effect control and ±100 the full control effect
D1 agonist: human D1 receptor agonism | P21728 | HEK293 T-REx D1 cells, calcium flux, agonist mode | activation, % at 2 µM | 1% of 360,000 active | AID 504660; in the data active means activation above about 30%; further: 0% is about no effect
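Agonism was scored from calcium flux recorded over 180 s (1 read/s) after pintool compound addition, following a 10-cycle baseline. Cells were inducible force-coupled HEK293 TREx D1, plated overnight at 30 C and loaded with no-wash calcium dye.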
D2 potentiator: positively modulates the human D2 dopamine receptor allosterically; potentiation, % at 10 µM; P14416; 0.34% of 340,000 active; HEK293 T-REx D2, calcium flux, EC20 dopamine potentiation;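 active means potentiation over 3 SD above the plate norm, cut at about 30% in these data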; further: 0% is about no effect
Target sequence (P14416 whole entry, looked up): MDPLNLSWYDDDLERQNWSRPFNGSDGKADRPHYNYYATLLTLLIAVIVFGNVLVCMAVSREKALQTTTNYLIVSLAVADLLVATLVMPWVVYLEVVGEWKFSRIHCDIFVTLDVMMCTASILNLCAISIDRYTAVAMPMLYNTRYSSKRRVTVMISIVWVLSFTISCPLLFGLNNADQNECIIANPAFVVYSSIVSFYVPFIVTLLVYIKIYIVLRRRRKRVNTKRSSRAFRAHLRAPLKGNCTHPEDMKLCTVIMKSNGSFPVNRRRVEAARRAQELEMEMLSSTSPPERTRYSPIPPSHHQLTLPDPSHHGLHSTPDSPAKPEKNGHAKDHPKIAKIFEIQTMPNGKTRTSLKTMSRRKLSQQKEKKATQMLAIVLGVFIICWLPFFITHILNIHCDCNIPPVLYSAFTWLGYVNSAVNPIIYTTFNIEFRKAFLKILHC
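Cells plated with tetracycline inducer and held overnight at 30 C; calcium dye loaded 30–90 min at room temperature; baseline taken, compound added and read 180 s; EC20 dopamine then added and read 180 s.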
RXFP1 agonist: agonists of human relaxin receptor RXFP1. Q9HBX9. HEK293T-RXFP1 cAMP TR-FRET, 30 min; response scale: percent of porcine relaxin response, buffer zero. 0.3% of 370,000 active. Potency, µM (titrated, usually from 57.5 µM), for inactives: at the top dose activation, usual class: activators. AID 2676; further: potency means the concentration at half of the fitted maximal effect; on the % scale 0 is the no-effect control and ±100 the full control effect; nearly all actives have a fitted effect of over 60% in size; many of its hits are not listed in these tables
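HEK293T cells stably expressing RXFP1 were pretreated with the PDE4 inhibitor Ro 20174, exposed to compounds for 30 min at 37C, lysed, and cAMP was read by TR-FRET. Data normalized to buffer (basal) and 29 nM porcine relaxin (100%).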
Active calls of the source: *; ? = inconclusive; . = no result given; [ ] = dose if it differs, or a comment. Unless noted, the call rests on the fitted dose curve; in most records, active means well fitted curve in the direction sought with a large enough effect; inconclusive means small, poorly fitted or top-dose-only effect, or another doubt; inactive means no such curve, though single readings can be large; an effect the other way counts as inactive or inconclusive. An excerpt, so the mix of outcomes need not match the whole.

SMILES | D1 PAM | Apoferritin bind | TRHR PAM | TRHR agonist | D1 antagonist | RXFP1 antagonist | D1 agonist | D2 potentiator | RXFP1 agonist
CC(C)(C)OC(=O)N1CCC(c2c(C(=O)NC3CCCCC3)cnn2-c2cccc(Cl)c2)CC1 | -5 | -1% | 22 | -1.0 | -10 | ? | 1 | 3 | 13%
COc1ccc(NC(=O)c2cc3nc(-c4ccc(C)c(C)c4)cc(C(F)(F)F)n3n2)cc1 | 8 | -8% | 14 | 0.5 | 4 | . | -1 | 2 | 0.0%
CC(C)Sc1nc2c(c(=O)[nH]1)C(c1cccs1)C1=C(CC(C)(C)CC1=O)N2 (configuration not stated) | 1 | 2% | 33* | -0.4 | 4 | . | 0 | 4 | 0.0%
COC(=O)c1ccccc1C(=O)N1CCCC(CNC(=O)c2ccc(F)cc2)C1 (configuration not stated) | -7 | -5% | -3 | 0.2 | 20 | 9 | 1 | 0 | 8.5%
CCOC(=O)c1c(C)[nH]c(C(=O)OCC(=O)Nc2cc(Cl)ccc2OC)c1C | 6 | -7% | 13 | -0.1 | 3 | 8 | -1 | 4 | 0.7%
COc1ccc(Oc2c(Cl)cnn(-c3ccc(Cl)c(Cl)c3)c2=O)cc1 | -3 | -3% | 17 | -0.7 | -19 | -20 | 11 | 0 | 3.1%
CN1CCN(c2ccc(CNS(=O)(=O)Cc3ccc(Cl)cc3)cc2)CC1 | -6 | 0% | -1 | -0.9 | -21 | . | 10 | 3 | 1.3%
O=c1[nH]ncc(N/N=C\c2ccc(O)cc2O)c1Cl | -2 | -5% | -1 | 0.3 | 10 | -2 | 2 | -1 | 1.2%
COc1cc(CCC(=O)Nc2cc(C)cc(C)c2)cc(OC)c1OC | 2 | -7% | -9 | 0.0 | 3 | 2 | 8 | 18 | -1.3%
O=C(NCc1cccs1)c1cnc2ccccn2c1=O | -3 | -12% | -2 | -0.6 | -7 | -5 | 3 | 4 | 10%
CC(C(=O)Nc1ccc(C(N)=O)cc1)N1C(=O)c2ccccc2S1(=O)=O (configuration not stated) | -3 | . | -2 | 0.7 | 6 | 4 | 1 | 26 | 0.7%
CCNC(=O)CC1C(=O)N(c2ccc(F)cc2)C(=O)N1Cc1ccc(OC)c(OC)c1 (configuration not stated) | -1 | -13% | 9 | -1.2 | 16 | . | -1 | 20 | -1.1%
CC(=O)Nc1nccc(-c2cc(-c3ccccc3)no2)n1 | -4 | -8% | 10 | -1.5 | 14 | 12 | 0 | 9 | ?
COc1cccc(CN(C)C(=O)c2cc(COc3ccc4ncccc4c3)on2)c1 | -6 | ? | 1 | 0.2 | -17 | -8 | 9 | 18 | 2.7%
CC1(C(=O)NNC(=S)NCc2ccco2)CC1(Cl)Cl (configuration not stated) | -2 | -12% | 2 | 0.5 | -9 | 2 | 0 | -6 | -1.8%
COC(=O)Cn1c2nc3ccccc3nc2c2cccc(C)c21 | -9 | -7% | 2 | 0.1 | 17 | 4 | 0 | -3 | 2.5%
CN(CC(=O)NCCc1ccc(F)cc1)CC(=O)Nc1ccc(F)c(F)c1F | 0 | . | -12 | -1.1 | -12 | 7 | 4 | -4 | -1.7%
CSCCNC(=O)c1ccc(OC2CCN(CCc3ccccc3)CC2)cc1 | -5 | -11% | -2 | 0.7 | -6 | 2 | 5 | -8 | 3.0%
O=C(CSc1nnc(-c2cccs2)n1C1CC1)NC1CCS(=O)(=O)C1 (configuration not stated) | . | . | 0 | -0.2 | -10 | -3 | 2 | 3 | -0.3%
O=C(c1ccc(CS(=O)c2cccc(Cl)c2)o1)N1CCOCC1 (configuration not stated) | -3 | -4% | -1 | 0.1 | -6 | 12 | 4 | -7 | 2.9%

Part of the list above, as a markdown table:
| SMILES | D1 PAM | Apoferritin bind | TRHR PAM | TRHR agonist | D1 antagonist | RXFP1 antagonist | D1 agonist | D2 potentiator | RXFP1 agonist |
| --- | --- | --- | --- | --- | --- | --- | --- | --- | --- |
| COc1cccc(CN(C)C(=O)c2cc(COc3ccc4ncccc4c3)on2)c1 | -6 | ? | 1 | 0.2 | -17 | -8 | 9 | 18 | 2.7% |
| CC1(C(=O)NNC(=S)NCc2ccco2)CC1(Cl)Cl (configuration not stated) | -2 | -12% | 2 | 0.5 | -9 | 2 | 0 | -6 | -1.8% |

Later entries.
SMILES | D1 PAM | Apoferritin bind | TRHR PAM | TRHR agonist | D1 antagonist | RXFP1 antagonist | D1 agonist | D2 potentiator | RXFP1 agonist
CCCOc1ccc(C2c3c(oc4cc(C)c(C)cc4c3=O)C(=O)N2CCCN(C)C)cc1OCC (configuration not stated) | -6 | 7% | -4 | -0.4 | 10 | -4 | -1 | -5 | 0.5%
CC1(C)CC(=O)C2=C(C1)Oc1nc3ccccc3cc1C2C(C#N)C#N (configuration not stated) | 0 | -5% | -2 | -1.0 | 11 | 0 | 0 | 5 | -0.5%
Cc1[nH]c(C)c(S(=O)(=O)N2CCN(c3ccccc3)CC2)c1C(=O)N1CCCCC1 | 3 | -1% | -16 | 0.4 | -7 | 24 | 1 | 5 | 0.5%
CCOC(=O)CCNC(=O)N1CCCC(N(C)CCc2ccc(OC)c(OC)c2)C1 (configuration not stated) | -4 | -7% | 2 | 0.3 | -1 | -3 | 3 | 2 | -0.8%
O=C(Nc1cccc([N+](=O)[O-])c1)c1ccc(N2CCCC2=O)cc1 | -4 | -1% | -3 | 0.4 | 16 | -4 | 1 | -10 | 0.7%
Cn1c(Cl)c(/C=N/OC(=O)c2ccc(Cl)cc2)c2ccccc21 | -6 | 1% | -3 | 0.4 | 6 | -1 | 2 | -3 | 2.5%
Clc1ccc(-n2ncc3c(N4CCCC4)ncnc32)cc1 | -1 | -3% | 8 | 0.4 | -9 | 6 | 2 | -9 | 0.8%
Cc1[nH][nH]c(=O)c1C(c1c(C)[nH][nH]c1=O)c1cn(Cc2ccc(F)cc2)c2ccccc12 | -1 | ? | 3 | 1.1 | -32* | -38 | -1 | 4 | -0.1%
O=C(N/N=C/c1cccn1-c1cccc(C(=O)O)c1)Nc1ccccc1 | -1 | 5% | 3 | 1.7 | -20 | -11 | 0 | 7 | -1.0%
CCN(CC(=O)NC(C)C)C(=O)Cc1ccc(C)c(C)c1 | -3 | -2% | 2 | 0.5 | 7 | -1 | 10 | -8 | -0.8%

As entered above:
CCN(CC(=O)NC(C)C)C(=O)Cc1ccc(C)c(C)c1 @ D1 agonist = 10
CCOC(=O)CCNC(=O)N1CCCC(N(C)CCc2ccc(OC)c(OC)c2)C1 (configuration not stated) @ D1 antagonist = -1
Cc1[nH][nH]c(=O)c1C(c1c(C)[nH][nH]c1=O)c1cn(Cc2ccc(F)cc2)c2ccccc12 @ D1 antagonist = -32*
Clc1ccc(-n2ncc3c(N4CCCC4)ncnc32)cc1 @ RXFP1 agonist = 0.8%
CC1(C)CC(=O)C2=C(C1)Oc1nc3ccccc3cc1C2C(C#N)C#N (configuration not stated) @ TRHR agonist = -1.0
Cc1[nH]c(C)c(S(=O)(=O)N2CCN(c3ccccc3)CC2)c1C(=O)N1CCCCC1 @ Apoferritin bind = -1%
Cn1c(Cl)c(/C=N/OC(=O)c2ccc(Cl)cc2)c2ccccc21 @ D1 antagonist = 6

More results follow.
SMILES | D1 PAM | Apoferritin bind | TRHR PAM | TRHR agonist | D1 antagonist | RXFP1 antagonist | D1 agonist | D2 potentiator | RXFP1 agonist
COc1cc(NC(=O)CN2CC(c3ccccc3)CC2=O)cc(OC)c1 (configuration not stated) | -7 | -4% | -2 | -0.4 | -3 | -7 | 3 | -16 | -0.5%
COc1ccc(C(=O)Nc2ccc(C(=O)O)cc2NC(=O)c2ccc(OC)cc2)cc1 | -1 | 0% | -1 | 0.8 | -1 | 6 | 2 | 13 | 1.7%
CCCCOc1ccc(C2C(C(=O)c3ccc(C)o3)=C(O)C(=O)N2CC2CCCO2)cc1 (configuration not stated) | 6 | 3% | 1 | 0.6 | 21 | -2 | 5 | 7 | 16%
O=C(Nc1ccccn1)c1ccc(Br)c(S(=O)(=O)N2CCCCC2)c1 | 0 | 1% | 3 | -0.3 | 15 | . | 0 | 11 | 5.6%
O=c1[nH]c(CN2CCN(S(=O)(=O)c3ccc4ccccc4c3)CC2)nc2ccccc12 | -2 | 0% | -3 | 0.0 | -8 | -17 | 0 | 14 | -1.5%
CC(O)CSc1nc2c(c(=O)n(C)c(=O)n2C)n1CCCc1ccccc1 (configuration not stated) | -7 | -22% | 1 | -0.9 | 8 | 3 | 3 | 10 | 4.7%
COc1ccc(CCNC(=O)COc2ccc(S(=O)(=O)NC(C)C)cc2)cc1OC | -7 | -5% | 0 | 0.2 | 1 | 1 | 1 | . | 4.9%
O=S(=O)(NC(=NCc1ccccc1)c1ccccc1)c1ccccc1 | 0 | -8% | 5 | -0.1 | -12 | 1 | 2 | -7 | 0.0%
CCCc1nn(C)c2c1C(c1cccnc1)C(C#N)=C(N)O2 (configuration not stated) | 3 | -8% | -4 | 0.5 | 19 | -1 | -2 | -1 | 0.2%
N#Cc1c(N)c(C(=O)c2ccccc2)n2c1CCCC2 | -9 | -1% | 4 | -1.0 | 11 | 7 | 2 | 2 | 1.2%
CCn1c(C)nc2cc(C(=O)OCCC(F)(F)F)ccc21 | -7 | -10% | 1 | 0.0 | 14 | -5 | 1 | 7 | 2.6%
Fc1ccc(COc2cccc3cccnc23)cc1 | -4 | ? | 20 | -0.7 | -8 | 7 | -1 | 5 | 2.3%
CC(C)(C)C1CCC2(CC1)C(C#N)=C(SCC(=O)Nc1ccccc1)NC(=O)C2C#N (configuration not stated) | -9 | -16% | -5 | 1.1 | -9 | -12 | 29 | 18 | -1.7%
CCN(C)c1ccc(/C=N\n2nnnc2N)cc1 | -3 | 93%[activator] | 3 | -0.1 | -2 | 2 | -1 | -3 | -0.5%
O=C(NCC1CC1)c1ccc2c(c1)S(=O)(=O)c1cc(Cl)ccc1C2=O | -4 | . | 3 | -0.3 | 6 | . | 0 | 0 | -0.9%

Compounds listed so far that have two or more sulfur atoms, in the order listed:
SMILES | D1 PAM | Apoferritin bind | TRHR PAM | TRHR agonist | D1 antagonist | RXFP1 antagonist | D1 agonist | D2 potentiator | RXFP1 agonist
CC(C)Sc1nc2c(c(=O)[nH]1)C(c1cccs1)C1=C(CC(C)(C)CC1=O)N2 (configuration not stated) | 1 | 2% | 33* | -0.4 | 4 | . | 0 | 4 | 0.0%
O=C(CSc1nnc(-c2cccs2)n1C1CC1)NC1CCS(=O)(=O)C1 (configuration not stated) | . | . | 0 | -0.2 | -10 | -3 | 2 | 3 | -0.3%
